Screening data: PubChem, National Center for Advancing Translational Sciences (NCATS)
ERK AVP block = vasopressin-driven ERK pathway inhibition; HEK293-V1b, vasopressin-stimulated pERK AlphaScreen; Potency, µM (highest dose often 57.5 µM), without a hit: at the highest dose activity, negative = inhibition, usual class: inhibitors; 0.99% of 72,000 active; AID 995; further: potency means the concentration at half of the fitted maximal effect; on the % scale 0 is the no-effect control and ±100 the full control effect; nearly all actives have a fitted effect of over 55% in size
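HEK293 cells stably expressing V1b receptor, seeded overnight in 1% FBS, were treated with compounds for 30 min at 37C, then stimulated 5 min with 25 nM vasopressin; phospho-ERK read by AlphaScreen SureFire after lysis.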
Casp1 inh = blocks human caspase-1 allosterically or competitively. Caspase-1 enzyme, Ac-WEHD-AFC fluorogenic rate. P29466. Potency, µM (doses to about 57.5 µM), without a hit: at the highest dose activity change, negative = inhibition, usual class: inhibitors. 0.03% of 75,000 active;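 further: potency means the concentration at half of the fitted maximal effect; plate controls were vehicle for no effect and no substrate for full effect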
A350 fluor = compound fluoresces in the Alexa 350 spectral region; Compound autofluorescence, 340/450 nm, Alexa 350 dye-equivalents; hits give high values; max dye-equivalent concentration, M; 11% of 59,000 active; in the data active means max dye-equivalent concentration above about 10 nM; inconclusive means mostly about 1.1 nM to 9.6 nM
Tau fil binding = binders of human tau filaments; recombinant tau filaments, thioflavin S fluorescence, 15 h; filaments grown with octadecylsulfate alongside compound; 2% of 71,000 active; P10636; Potency, µM (doses to about 57.1 µM), for the others: top-dose activity change, negative = inhibition; AID 596;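 further: potency means the concentration at half of the fitted maximal effect; on the % scale 0 is the no-effect control and ±100 the full control effect; actives lower thioflavin S fluorescence by blocking filaments or displacing dye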
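ThS-based fibril read: tau 1 uM final, inducer ODS 30 uM final, 37 C for 15 h, ex 450/em 510 nm.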
Caspase-7 inhib = allosteric or competitive inhibitors of human caspase-7. P55210. recombinant caspase-7, Ac-DEVD-AFC fluorescence rate. Potency, µM (highest dose often 57.5 µM), without a hit: top-dose activity change, negative = inhibition, usual class: inhibitors. 0.02% of 75,000 active. AID 889; active means well fitted inhibition curve with a large enough effect in the main read-out, with a control signal flat, not every such curve was filed as active; inconclusive means small, poorly fitted or top-dose-only effect, or a change in a side signal; further: potency means the concentration at half of the fitted maximal effect; % of control where 0% means no effect
HEK293 cAMP cs = parental HEK293 cAMP activation (counter-screen); 2.5% of 73,000 active; Potency, µM (series often up to 57.1 µM), inactives show top-dose activation, actives largely listed as activators; AID 938; parental HEK293 CNG cAMP sensor, membrane potential fluorescence; further: potency means the concentration at half of the fitted maximal effect; % of control where 0% means no effect; nearly all actives have a fitted effect of over 55% in size
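Counterscreen for endogenous-receptor signalling: CNG-channel HEK 293 cells report cAMP rise by membrane depolarization. After 60 min dye equilibration with 100 uM RO 20-1724, compounds incubated 30 min before bottom-read fluorescence at 590 nm.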
BRCT PPI red = disrupts BRCA1 BRCT binding to phosphoprotein, red fluorophore readout; P38398; BRCT-phosphopeptide binding, red fluorescence polarization; Potency, µM (doses to about 76.9 µM), without a hit: top-dose activity change, negative = inhibition, usual class: inhibitors; 0.03% of 75,000 active; AID 892; further: on the % scale 0 is the no-effect control and ±100 the full control effect
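Rhodamine-labelled pBACH1 10-mer (100 nM) bound to BRCT domain (100 nM) at pH 7.3; compounds incubated 12 min room temperature, polarization read. Free peptide defines full inhibition; unlabelled decapeptide titrated as control.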
FLuc inh = firefly luciferase inhibition; AID 411; purified firefly luciferase, luminescence, 8 min; 2.2% of 72,000 active; Potency, µM (titrated, usually from 57.1 µM), for inactives: at the top dose activity change, negative = inhibition, actives largely listed as inhibitors; further: potency means the concentration at half of the fitted maximal effect; on the % scale 0 is the no-effect control and ±100 the full control effect; nearly all actives have a fitted effect of over 40% in size
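Luminescence read-out after 8 min at room temperature; enzyme reaction used luciferin plus 10 uM ATP (linear range) in imidazole buffer pH 7.2 with KCl, MgCl2, Tween 20 and BSA. Each sample was run as a titration.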
BRCT PPI green = inhibitors of human BRCA1 BRCT-phosphoprotein interaction (green fluorophore); 0.05% of 75,000 active; BRCA1 BRCT-phosphopeptide binding, green fluorescence polarization; Potency, µM (titrated, usually from 76.9 µM), inactives show top-dose activity change, negative = inhibition, actives largely listed as inhibitors; P38398; AID 875;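 further: potency means the concentration at half of the fitted maximal effect; plate controls were peptide without protein for full effect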
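Compounds were incubated for 12 min at room temperature with a complex of 100 nM fluorescein-tagged pBACH1 decapeptide and 250 nM His-tagged BRCT protein. Buffer was phosphate pH 7.3 with EDTA, DTT and Tween 20. Disruption of binding lowers the polarization signal.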
CRE Fsk mod = modulators of forskolin-stimulated CRE signaling in CHO cells; CHO CRE-bla reporter (cAMP response element driving beta-lactamase), forskolin EC10, beta-lactamase ratio; Potency, µM (top dose mostly 38.2 µM), for inactives: at the highest dose activity change, negative = inhibition, most hits filed as activators; 2.5% of 71,000 active; AID 662; active means well fitted activation curve with a large enough effect in the signal ratio, with a control signal flat, not every such curve was filed as active; inconclusive means small, poorly fitted or top-dose-only effect, or effect the other way, or a change in a side signal; the % refers to the signal ratio; further: potency means the concentration at half of the fitted maximal effect; % of control where 0% means no effect
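Beta-lactamase reporter under a cAMP responsive element in CHO cells; compounds tested in titration series against EC10 NKH 477, 3 h at 37 °C. Read-out: CCF4 FRET ratio 460nm/530nm (excitation 405nm) giving %Activity, fitted to AC50.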
USP2a inhib = inhibitors of human ubiquitin-specific protease USP2a. 0.1% of 60,000 active. USP2a enzymatic assay, qHTS inhibition. Potency, µM (top dose mostly 38.3 µM), inactives show at the highest dose activity change, negative = inhibition, most hits filed as inhibitors. O75604;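 further: potency means the concentration at half of the fitted maximal effect; nearly all actives have a fitted effect of over 60% in size; plate controls were DMSO for no effect and NEM full inhibition control for full effect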
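20 nM USP2 core + cpd, 30 min RT; add 20 nM Ub-PLA2/20 uM NBD C6-HPC; read Ex460/Em535 at 0 h and 2.5 h. Normalized to NEM; qHTS curve fit/classification.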
Active calls of the source: *; i = inactive; ? = inconclusive; / = no result given; [ ] = dose if it differs, or a comment. Unless noted, the call rests on the fitted dose curve; in most records, active means well fitted curve in the direction sought with a large enough effect; inconclusive means small, poorly fitted or top-dose-only effect, or another doubt; inactive means no such curve, though single readings can be large; an effect the other way counts as inactive or inconclusive.

Values run as follows: ERK AVP block, Casp1 inh, A350 fluor, Tau fil binding, Caspase-7 inhib, HEK293 cAMP cs, BRCT PPI red, FLuc inh, BRCT PPI green, CRE Fsk mod, USP2a inhib
- CO[C@H]1COC(=O)C/C=C\[C@@H](C)COC(=O)[C@H]2CCCN2C(=O)C/C=C\[C@H]1C
  14.0%[11.5 µM], -3.2%[11.5 µM], /, /, 1.7%[11.5 µM], 5.3%[11.4 µM], -1.3%[15.4 µM], 1.3%[11.4 µM], -0.4%[15.4 µM], /, /
- CCCCCc1c(C)nc(N2CCc3ccccc3C2)[nH]c1=O
  4.5%, -0.5%, i, -6.0%, -0.8%, 9.3%, 0.8%, 3.7%, 1.2%, -2.1%, 1.3%
- Cc1cccc(N2CSC3=C(C#N)C(c4ccc(C)o4)CC(=O)N3C2)c1 (stereo unspecified)
  -20.7%, ?, ?, 18.1%, ?, -3.8%, -21.8%, -20.4%, ?, ?, ?
- N#CCCN1CCN(C(=S)c2ccc(-c3ccc(Cl)c(Cl)c3)o2)CC1
  -9.6%, -0.8%, i, 12.6µM*, -2.2%, -1.9%, -0.7%, -7.4%, -2.1%, ?, 148.6%[activator]
- O=C(NC1CCCCC1)N1CCN(CCc2ccccc2)CC1
  -9.5%, 0.5%, i, -2.7%, -0.9%, -0.9%, 0.9%, 1.0%, 1.1%, -6.2%, 4.4%
- CCn1cc(C(=O)NCc2ccc3c(c2)OCO3)c(=O)c2ccc(C)nc21
  36.7%, 1.0%, i, -5.1%, 1.6%, 7.9%, 1.2%, 0.3%, -3.1%, 6.6%, -0.5%
- COc1ccc(C2C(C#N)=C(N)Oc3cc4c(cc32)OCO4)cc1 (stereo unspecified)
  -22.6%, ?, ?, -8.5%, -24.0%, 6.1%, 2.1%, -0.4%, -0.4%, 1.8%, 17.5%
- Cn1c(=O)c(C(=O)Nc2cccnc2)c(O)c2ccccc21
  5.1%, 2.1%, i, 3.9%, -0.4%, -12.8%, 0.2%, -25.3%, -2.5%, -6.1%, -5.2%
- Cn1c(/N=C/c2c[nH]c3ccccc23)nc2ccccc21
  -5.5%, -1.1%, ?, 20.4%, 1.0%, -11.8%, 0.5%, 0.631µM*, -1.1%, -15.7%, 21.4%
- O=C(NC1CCCCC1)C(c1ccco1)N(C(=O)c1csnn1)C1CCCC1 (stereo unspecified)
  -25.7%, 0.7%, i, -6.9%, -0.2%, ?, -0.8%, 2.6%, -2.1%, -12.8%, -4.6%
- CC(C)COC(=O)C(C#N)c1nc2ccccc2nc1N1CCN(Cc2ccccc2)CC1 (stereo unspecified)
  -0.5%, -10.2%, ?, 2µM*, -11.3%, 13.9%, 0.9%, -0.8%, -2.0%, 21.3%, 5.9%
- CCC1=C(OC(=O)N(CC)CC)N2C(=O)OC(=NCC(=O)OC)[C@]2(C)[C@H]2C1=CC[C@H]1C(=O)NC(=O)[C@H]12
  2.4%, 2.1%, /, /, -1.5%, /, 0.5%, /, -2.2%, /, /
- c1ccc2c(c1)CCCN2c1nc2ccccc2n2cnnc12
  -22.7%, -7.5%, /, 8.1%, -15.9%, 2.5%, -1.4%, -18.4%, 0.1%, 5.0%, /
- O=C1C=C[C@@H](O)[C@H]2[C@@H]3C(=O)N(c4cccc(Oc5ccccc5)c4)C(=O)[C@@H]3CC[C@H]12
  14.1%[11.5 µM], -0.3%[11.5 µM], /, /, -0.6%[11.5 µM], -2.5%[11.4 µM], -0.8%[15.4 µM], 0.6%[11.4 µM], -1.3%[15.4 µM], /, /
- Cn1c(=S)n(/N=C/c2ccc3c(c2)OCO3)c2ccccc21
  1.0%, 2.4%, i, 159.7%, -2.3%, ?, -0.6%, 0.4%, -3.3%, 11.9%, 1.4%
- CC(=O)Nc1ccc(C(=O)c2ccccc2)cc1
  -18.1%, -1.0%, /, -1.6%, -0.5%, -4.1%, -0.9%, 0.5%, -3.0%, -0.7%, 1.2%
- O=C1Nc2cc(C(=O)N3CCOCC3)ccc2SC1N1CCOCC1 (stereo unspecified)
  13.5%, 0.5%, i, 8.6%, 0.9%, 0.7%, -1.3%, 0.4%, -0.6%, ?, -2.1%
- O=C(CSc1nnc(COc2cccc3cccnc23)o1)N1CCc2ccccc21
  12.1%, 0.3%, i, -12.2%, -1.2%, ?, 0.6%, -27.1%, -2.1%, -6.7%, 0.6%
- CCCc1cc(C(=O)NCc2ccccc2)no1
  -5.5%, 0.1%, /, 0.9%, 1.6%, 6.8%, 1.1%, -5.5%, -2.6%, -7.8%, /
- Cc1c(Cl)cccc1NC(=O)Cn1cccc1
  ?, -1.1%, i, -3.0%, -0.2%, -1.1%, -1.0%, 3.9%, 0.2%, -2.1%, 2.4%
- O=C(CCCN1C(=O)c2cccnc2C1=O)N1CC(=O)N(CCc2ccccc2)C(=O)C1
  16.4%, 2.2%, i, 7.7%, 0.5%, -5.2%, 1.1%, -0.3%, 0.4%, -1.6%, 2.4%
- CN1C[C@@H]2C(c3ccc(Cl)nc3)C3(c4cccnc4)CC2(C3)[C@H]1c1ccccc1 (stereo partly specified)
  2.3%, -6.2%, /, /, -0.1%, /, -3.1%, /, -2.0%, /, /
- Cc1c(Cc2ccccc2)sc(N)c1C(N)=O
  3.1%, -7.1%, /, 15.8µM*, -7.6%, 0.8%, -0.2%, -1.1%, 0.7%, -7.8%, 34.4%[activator]
- C=CC(O)(C#CCN(CC)CC)c1ccccc1 (stereo unspecified)
  23.4%, -0.3%, i, -6.1%, -0.2%, 49.0%, 0.4%, 0.1%, -1.2%, ?, 2.0%
- Cc1nc2c(C(=O)NCc3ccco3)cnn2c(C)c1Cc1ccc(F)cc1Cl
  -14.6%, -3.2%, 7.15e-08M*, 50.1%, -4.2%, 25.1µM*, -0.9%, 5.1%, 2.9%, ?, 15.9%
- Cc1nc(-c2cccc(S(=O)(=O)N3CCOCC3)c2)cs1
  -7.0%, ?, 2.99e-07M*, -6.9%, -17.5%, -1.6%, 0.3%, -1.7%, 0.6%, 17.4%, 42.3%[activator]
- Cc1ccccc1CN(c1ccc(C(N)=O)cc1)S(C)(=O)=O
  -1.9%, 2.0%, ?, 1.2%, 0.7%, 1.3%, -0.2%, 1.4%, -2.0%, 0.3%, 13.1%
- O=c1c2ccccc2nc2n1CCC2
  29.2%, -3.3%, i, 1.8%, -2.7%, 7.1%, 0.9%, 2.1%, -1.2%, -13.2%, ?
- O=C(c1ccco1)N(Cc1nc2ccccc2c(=O)[nH]1)C1CCCC1
  -16.2%, -1.6%, ?, -9.1%, -1.0%, 12.1%, -0.5%, -0.1%, -0.3%, 4.3%, 10.8%
- Cc1nc(SCc2ccccc2C)n[nH]1
  -4.5%, 0.4%, i, -7.2%, 0.9%, 2.1%, 0.0%, 0.1%, -1.7%, -6.6%, 5.7%
- COc1ccc(Cl)cc1S(=O)(=O)n1nnc2ccccc21
  -3.2%, 2.6%, i, 0.8%, 0.1%, 3.3%, -0.6%, -0.3%, -2.7%, -1.3%, -24.5%
- COCCNC(=O)CCCn1c(=O)c2ccccc2n(CC(=O)NCCC2=CCCCC2)c1=O
  -0.3%, -1.0%, i, -20.2%, -0.9%, 7.9%, -1.7%, -0.8%, -8.5%, 6.6%, 0.2%
- COC(=O)NCC(c1cccnc1)N1CCN(c2ccccc2OC)CC1 (stereo unspecified)
  5.7%, 1.0%, i, -1.3%, -0.3%, 7.8%, -0.4%, 0.6%, -0.8%, -12.2%, -4.9%
- CC(C)n1c(SCC(=O)NCc2ccco2)nc2c1c(=O)n(C)c(=O)n2C
  -20.3%, -3.2%, i, 8.0%, 0.3%, 0.7%, -0.1%, 1.5%, -1.0%, 22.2%, -0.3%
- Cn1c(CN2CCCCC2)nc2cc(NC(=O)c3cccs3)ccc21
  -2.5%, 0.9%, i, 4.3%, -0.1%, 10.9%, 0.4%, -13.9%, -0.9%, 3.6%, 14.8%
- Cc1noc(C)c1C(=O)OCC(=O)NCCC1=CCCCC1
  -6.3%, 1.4%, ?, -5.4%, 2.2%, 13.6%, 0.8%, 2.0%, 3.9%, -2.3%, 12.4%
- O=C(NCCCN1CCN(CCCNC(=O)c2ccc3c(c2)OCO3)CC1)c1ccc2c(c1)OCO2
  -24.3%, 0.8%, i, 1.3%, 3.0%, 15.5%, -0.3%, 0.7%, -0.4%, -6.8%, 3.9%
- CCOC(=O)c1cnn2c(C)cc(-c3ccc(F)cc3)nc12
  11.1%, -1.3%, /, 52.5%, -2.5%, -6.2%, 0.4%, ?, -3.8%, ?, 5.9%
- Cc1nn(Cc2ccc(C(=O)Nc3nccs3)cc2)c(C)c1Cl
  ?, -3.9%, i, 33.9%, -1.8%, 6.8%, 0.6%, -1.4%, -1.3%, 21.8%, 20.9%
- CCOC(=O)C1=C[C@@]2(CC)CCCN3CCc4c(n1c1ccccc41)C32 (stereo partly specified)
  5.7%, -0.6%, /, /, -0.6%, /, -0.4%, /, 0.1%[3.08 µM], /, 4.1%
